IL2 activator = IL-2 activation | AID 652025 | IL-2 activation reporter assay, cell-based qHTS; stimulated with anti-CD3/CD4/CD28 beads; in transgenic mouse T cells | activation, % (series mostly up to about 46 µM) | actives 0.065% (n = 360,000); in the data active = activation above about 50%; inconclusive = mostly about 30% to 49%; note: 0% is about no effect
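Unstimulated transgenic mouse T cells preincubated 60 min with compound, then stimulated with anti-CD3/anti-CD4-coated beads plus anti-CD28 for 18 h at 37 degrees C. IL-2 response read as EGFP and DsRed fluorescence by plate cytometry.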
EPAC1 antag = antagonists of human EPAC1; O95398; EPAC1 GEF assay, Rap1b-BODIPY-GDP exchange fluorescence; Potency, µM (top dose mostly 115 µM), inactives show top-dose activity change, negative = inhibition, usual class: inhibitors; actives 0.14% (n = 360,000); AID 720709;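 note: potency is the fitted concentration of half-maximal effect; plate controls were vehicle for no effect and positive control for full effect; nearly all actives have a fitted effect of over 50% in size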
Target sequence (O95398 whole entry, looked up): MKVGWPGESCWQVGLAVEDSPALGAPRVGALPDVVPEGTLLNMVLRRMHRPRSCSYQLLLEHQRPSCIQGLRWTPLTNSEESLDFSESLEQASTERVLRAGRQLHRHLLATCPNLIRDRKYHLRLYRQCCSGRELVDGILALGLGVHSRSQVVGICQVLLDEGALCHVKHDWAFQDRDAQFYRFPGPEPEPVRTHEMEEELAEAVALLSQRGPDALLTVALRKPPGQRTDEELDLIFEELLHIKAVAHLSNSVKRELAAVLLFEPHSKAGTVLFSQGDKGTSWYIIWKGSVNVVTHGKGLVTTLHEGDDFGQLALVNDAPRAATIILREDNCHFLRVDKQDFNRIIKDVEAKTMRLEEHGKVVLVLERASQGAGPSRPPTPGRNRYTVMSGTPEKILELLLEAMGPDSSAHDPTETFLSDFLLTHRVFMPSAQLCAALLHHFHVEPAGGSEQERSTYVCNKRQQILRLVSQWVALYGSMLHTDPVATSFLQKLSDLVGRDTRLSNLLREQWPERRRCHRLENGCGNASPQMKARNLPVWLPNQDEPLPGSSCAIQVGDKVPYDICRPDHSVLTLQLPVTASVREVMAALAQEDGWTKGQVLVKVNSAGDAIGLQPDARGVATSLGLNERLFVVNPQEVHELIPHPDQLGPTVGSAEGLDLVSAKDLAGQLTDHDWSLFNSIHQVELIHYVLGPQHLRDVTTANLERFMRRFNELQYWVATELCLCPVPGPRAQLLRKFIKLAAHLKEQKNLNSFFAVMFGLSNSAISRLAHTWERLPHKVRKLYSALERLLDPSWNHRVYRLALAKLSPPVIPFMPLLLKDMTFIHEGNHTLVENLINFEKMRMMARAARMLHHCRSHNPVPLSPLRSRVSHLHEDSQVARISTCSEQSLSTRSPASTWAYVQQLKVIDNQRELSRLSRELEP
WRN helicase inh = blocks human WRN helicase; Q14191; actives 0.46% (n = 360,000); WRN helicase unwinding, fluorescent forked duplex, kinetic; Potency, µM (series often up to 114 µM), for inactives: top-dose activity change, negative = inhibition, usual class: inhibitors; note: potency is the fitted concentration of half-maximal effect; % is set by controls: 0 for no effect and ±100 for the full control effect; nearly all actives have a fitted effect of over 55% in size
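Kinetic fluorescence helicase assay: unwinding of a quenched forked DNA duplex (100 nM final) with 2 mM ATP final raises red fluorescence (525/598 nm). Compounds sat 15 min at room temperature with 20 nM WRN beforehand.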
EPAC2 ag = activates human EPAC2 exchange factor | EPAC2 activation, biochemical qHTS; response scale: 100% = 6.5 mM cAMP response | Potency, µM (highest dose often 154 µM), inactives show at the highest dose activation, hits mostly activators | actives 0.079% (n = 360,000); note: potency is the fitted concentration of half-maximal effect; nearly all actives have a fitted effect of over 50% in size
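Compounds were added across a concentration range to EPAC2 (100 nM), RAP1B-BODIPY-GDP (250 nM) and GDP (50 uM). After 5 min at room temperature, fluorescence was recorded at 5-min intervals for 30 min.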
EPAC1 agonist = agonists of human EPAC1; O95398; EPAC1 agonist qHTS, biochemical assay; response scale: 100% = response to 6.5 mM cAMP; Potency, µM (top dose mostly 154 µM), for inactives: at the highest dose activation, hits mostly activators; actives 0.073% (n = 360,000); note: potency is the fitted concentration of half-maximal effect; nearly all actives have a fitted effect of over 60% in size
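Nucleotide exchange by EPAC1 (100 nM) on Rap1B–BODIPY-GDP (250 nM) in the presence of 50 uM GDP is tracked fluorescently at 480/540 nm over 30 min. Signals are normalized to a 6.5 mM cAMP control.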
CCT modulator = cytosolic chaperonin activity modulation. actives 0.3% (n = 360,000). purified chaperonin ATPase assay, HTRF ADP detection, 30 min. activity change, % (test concentration not listed), hits read low. AID 651819; in the data active = activity change below about -30%; note: % is set by controls: 0 for no effect and ±100 for the full control effect
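Enzyme 40 or 20 nM (batch-dependent) in Tris pH 7.4/KCl/MgCl2/DTT; cpd 76 uM single point; ATP 10 uM; 30 min 37 °C; Transcreener ADP HTRF detection, 30 min RT; ratio 665/615.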
PLK1 PBD block = blocks phosphopeptide binding to human PLK1 polo-box domain; actives 2.8% (n = 360,000); Potency, µM, without a hit: max response, negative = inhibition, most hits filed as inhibitors; AID 720504; Plk1 PBD binding of FITC phosphopeptide, fluorescence polarization; note: potency is the fitted concentration of half-maximal effect; series mostly up to about 57 µM; % is set by controls: 0 for no effect and ±100 for the full control effect; nearly all actives have a fitted effect of over 65% in size
PI5P4Ka inh = PI5P4K alpha (human) kinase inhibition. actives 1.2% (n = 330,000). max response, %. PI5P4Kalpha enzyme, ADP-Glo luminescence, 60 min; active compounds read low. P48426; active = max response of -50% or lower; inconclusive = between -30% and -50%; inactive = -30% or higher; note: value at the top dose of about 77 µM; % is set by controls: 0 for no effect and ±100 for the full control effect
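Luminescence from ADP-Glo served as readout of PI5P4Kalpha activity in a qHTS format. Reaction: enzyme, substrate, compound, ATP at 5 microM final, 60 min at RT.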
* marks the source's active call; other numbers are inactive results; ? = inconclusive; · = no result given; [ ] = remark or other dose. Unless noted, calls come from the whole dose curve; as a rule, active = well fitted curve in the direction sought with a large enough effect; inconclusive = small, poorly fitted or top-dose-only effect, or another doubt; inactive = no such curve, though single readings can be large; an effect the other way counts as inactive or inconclusive. A portion of the library; the hit share may differ from the screen's.

SMILES	IL2 activator	EPAC1 antag	WRN helicase inh	EPAC2 ag	EPAC1 agonist	CCT modulator	PLK1 PBD block	PI5P4Ka inh
COc1cc(/C=N/N(C)C2=NS(=O)(=O)c3ccccc32)cc(OC)c1OC	-1.7	6%	1%	1%	-6%	0.0	5%	3
COc1ccccc1CNC(=O)C[n+]1ccccc1	-0.4	-4%	-13%	5%	2%	-1.6	0%	8
CSc1nc(O)cc(=O)n1-c1ccc(F)cc1	-0.3	11%	-2%	7%	-3%	-0.5	-16%	1
Cc1oc(-c2ccccc2F)nc1CS(=O)CC(=O)NCc1ccc(F)cc1 (configuration not stated)	-2.7	17%	12%	5%	-11%	0.3	-18%	0
CCOc1cccc2cc(C(=O)NCc3cccnc3)c(=O)oc12	0.1	10%	3%	-2%	3%	0.2	-19%	·
O=C(NCCCC(NC(=O)OCc1ccccc1)C(=O)O)OCc1ccccc1 (configuration not stated)	0.1	7%	3%	11%	4%	-2.0	-2%	0
COc1ccc(CCNC(=O)c2sc3nc4n(c(=O)c3c2C)CCC4)cc1	2.8	6%	12%	-1%	0%	-2.5	-13%	6
COC(=O)C1CCN(C(=O)c2cc(S(=O)(=O)N3CCCCC3)ccc2Cl)CC1	0.9	-5%	3%	5%	9%	-2.3	-4%	0
CC(C)N(CC#CCC(O)(c1ccccc1)c1ccccc1)C(C)C	-0.6	3%	0%	5%	4%	-0.8	0%	-5
Cc1ccc2nc(-c3ccccc3)c(-c3ccccc3)nc2c1	-0.6	3%	-8%	12%	15%	-3.1	-7%	17
COc1cc(-c2ccc(NC(=O)c3ccc(C)cc3)c(OC)c2)ccc1NC(=O)c1ccc(C)cc1	2.6	-3%	-13%	8%	3%	1.0	1%	·
Cc1ccc(C(=O)N/N=C\c2cc3c(cc2Br)OCO3)s1	-4.9	14%	-30%	13%	5%	-1.8	-9%	4
CCN1CCN(C/C(C)=C/c2ccccc2)CC1	0.9	0%	1%	8%	9%	-1.9	5%	-3
O=C(C1=C[C@@H]2[C@H]3C(=O)N(c4ccc(Cl)cc4)C(=O)[C@H]3[C@@H](C(=O)c3ccc(Cl)cc3)N2C=C1)c1ccccc1	1.4	-9%	3%	0%	-2%	-2.6	-28%	-24
COc1cc(-c2noc(-c3cccc(Cl)c3)n2)cc(OC)c1OC	-0.3	-3%	-4%	7%	4%	1.0	3%	-4
COC(=O)N1CCN(c2ccc(OC)cc2)CC1	1.7	13%	-9%	0%	-4%	0.8	-1%	·
COc1ccc(NC(=S)Nc2cccc([N+](=O)[O-])c2)cc1	-2.2	-2%	-6%	8%	9%	-1.3	-29%	1
O=C(O)CCC1(CCC(=O)O)c2ccccc2-c2ccccc21	-0.9	-2%	1%	0%	7%	0.7	-20%	-2
C/C(=N\OCc1ccc(C#N)cc1)c1ccccc1	-0.6	8%	-7%	4%	-8%	-0.4	1%	-1
CCc1c(-c2n[nH]c(=S)n2Cc2ccccc2)csc1C	-0.4	-16%	-14%	13%	9%	-0.6	-11%	1
Cn1nc(/C=C/c2ccccc2)ccc1=O	-0.7	-28%	-2%[57.1 µM]	6%	7%	-3.4	-30%	14
N#CC(=C1CCCC1)c1nc(-c2ccccc2O)cs1	-1.7	-10%	-20%	11%	9%	-2.8	?	-12
Cc1cc(C)nc(Nc2ncc(O)n2-c2ccc(C)c(Cl)c2)n1	-1.4	7%	8%	3%	1%	0.2	-5%	1
Cc1nc2ccc(NC(=O)N(C)c3ccccc3)cc2s1	-1.3	1%	-5%	2%	0%	-1.1	-4%	3
O=C(NCCC1=CCCCC1)c1ccc2c(c1)N(Cc1ccccc1)C(=O)CS2	-3.3	-3%	-4%	17%	5%	-3.0	-4%	·

Reformatted with two lines to a compound: entries from further up.
Results follow in this order: IL2 activator	EPAC1 antag	WRN helicase inh	EPAC2 ag	EPAC1 agonist	CCT modulator	PLK1 PBD block	PI5P4Ka inh
COc1cc(/C=N/N(C)C2=NS(=O)(=O)c3ccccc32)cc(OC)c1OC
→ -1.7	6%	1%	1%	-6%	0.0	5%	3
COc1ccccc1CNC(=O)C[n+]1ccccc1
→ -0.4	-4%	-13%	5%	2%	-1.6	0%	8
CSc1nc(O)cc(=O)n1-c1ccc(F)cc1
→ -0.3	11%	-2%	7%	-3%	-0.5	-16%	1
Cc1oc(-c2ccccc2F)nc1CS(=O)CC(=O)NCc1ccc(F)cc1 (configuration not stated)
→ -2.7	17%	12%	5%	-11%	0.3	-18%	0
CCOc1cccc2cc(C(=O)NCc3cccnc3)c(=O)oc12
→ 0.1	10%	3%	-2%	3%	0.2	-19%	·
O=C(NCCCC(NC(=O)OCc1ccccc1)C(=O)O)OCc1ccccc1 (configuration not stated)
→ 0.1	7%	3%	11%	4%	-2.0	-2%	0
COc1ccc(CCNC(=O)c2sc3nc4n(c(=O)c3c2C)CCC4)cc1
→ 2.8	6%	12%	-1%	0%	-2.5	-13%	6
COC(=O)C1CCN(C(=O)c2cc(S(=O)(=O)N3CCCCC3)ccc2Cl)CC1
→ 0.9	-5%	3%	5%	9%	-2.3	-4%	0
CC(C)N(CC#CCC(O)(c1ccccc1)c1ccccc1)C(C)C
→ -0.6	3%	0%	5%	4%	-0.8	0%	-5
Cc1ccc2nc(-c3ccccc3)c(-c3ccccc3)nc2c1
→ -0.6	3%	-8%	12%	15%	-3.1	-7%	17
COc1cc(-c2ccc(NC(=O)c3ccc(C)cc3)c(OC)c2)ccc1NC(=O)c1ccc(C)cc1
→ 2.6	-3%	-13%	8%	3%	1.0	1%	·
Cc1ccc(C(=O)N/N=C\c2cc3c(cc2Br)OCO3)s1
→ -4.9	14%	-30%	13%	5%	-1.8	-9%	4
CCN1CCN(C/C(C)=C/c2ccccc2)CC1
→ 0.9	0%	1%	8%	9%	-1.9	5%	-3
O=C(C1=C[C@@H]2[C@H]3C(=O)N(c4ccc(Cl)cc4)C(=O)[C@H]3[C@@H](C(=O)c3ccc(Cl)cc3)N2C=C1)c1ccccc1
→ 1.4	-9%	3%	0%	-2%	-2.6	-28%	-24
COc1cc(-c2noc(-c3cccc(Cl)c3)n2)cc(OC)c1OC
→ -0.3	-3%	-4%	7%	4%	1.0	3%	-4
COC(=O)N1CCN(c2ccc(OC)cc2)CC1
→ 1.7	13%	-9%	0%	-4%	0.8	-1%	·

(list continues)
SMILES	IL2 activator	EPAC1 antag	WRN helicase inh	EPAC2 ag	EPAC1 agonist	CCT modulator	PLK1 PBD block	PI5P4Ka inh
Cc1ccc(CNCC(=O)Nc2ccc(C)cc2Br)cc1	-0.8	-5%	-7%	11%	8%	-2.6	-3%	2
CCN1C(=O)/C(=C/c2ccc(OC)c(OC)c2)N=C1SCC(=O)NCc1ccco1	-5.6	-23%	-1%	6%	2%	-4.6	-3%	-2
Cc1cc(NCCN(C)C)n2nc(-c3cccs3)cc2n1	-0.9	-22%	-12%	0%	-3%	-4.7	-3%	·
Cc1cc(C)c2c(N=NN3CCOCC3)[nH]nc2n1	1.3	9%	-1%	6%	-3%	-0.5	-11%	7
CCOC(=O)[C@H]1[C@H]2COc3ccc(OC)cc3[C@@H]2N2C(=O)c3ccc(C)cc3NC(=O)[C@@]12C	0.1	-3%	2%	13%	-11%	-0.2	-11%	-2
C=C(C)C1CC=C(C)/C(=N\NC(=O)CCC(=O)Nc2ccc(C)c(C)c2)C1 (configuration not stated)	1.5	-16%	0%	-2%	6%	-1.2	-9%	21
COc1ccccc1OCc1ccc(C(=O)NC(C)(C)C)o1	-0.1	10%	-3%	3%	-3%	-2.0	-2%	8
O=C(CCCOc1ccccc1)n1nnc2ccccc21	-1.6	9%	-1%	5%	3%	-0.7	-7%	·
CCCCCC(=O)Nc1nnn(CCC)n1	1.4	-3%	-5%	12%	6%	-2.2	2%	·
CSCCC(NS(=O)(=O)c1c(Cl)cccc1Cl)C(=O)O (configuration not stated)	-3.0	3%	-14%	4%	5%	-0.4	-12%	-3
COc1cc(OC)nc(Nc2nc(C(N)CCc3ccccc3)cs2)n1 (configuration not stated)	-0.6	1%	-3%	4%	-17%	0.9	-10%	-4
CCOc1cccc2sc(Cl)nc12	-0.3	12%	-5%	8%	-3%	-0.3	?	3
CCc1ccc(Nc2ccc(S(=O)(=O)N3CCOCC3)cc2[N+](=O)[O-])cc1	-0.1	?	-1%	10%	1%	-1.5	-16%	-2
CN(C)C(CNc1ccc(C(F)(F)F)cn1)c1ccccc1 (configuration not stated)	-0.1	1%	3%	8%	6%	-1.4	-9%	5
Cn1cc(C(=O)N/N=C/C=C/c2ccccc2)ccc1=O	0.6	10%	-7%	7%	3%	0.6	?	-9
CCn1c(CNC(=O)c2ccccc2Cl)cc2ccccc21	1.5	-9%	-1%	4%	23%	-2.6	-4%	-3
CC(NC(=O)CNC(=O)c1sc2ccccc2c1Cl)c1ccc(S(N)(=O)=O)cc1 (configuration not stated)	-0.2	4%	-13%	-1%	-12%	-2.5	-7%	-7
Cc1c(C(=O)O)oc2ccc(S(=O)(=O)NCCC3=CCCCC3)cc12	-2.1	6%	-13%	-6%	0%	1.9	-3%	·
CCc1ccc(/C=C/c2c([N+](=O)[O-])c(=O)n(C)c(=O)n2C)cc1	-0.9	-13%	-3%[11.6 µM]	4%	-6%	2.5	-15%	5
COC(=O)[C@]1(C)N[C@H](c2ccc(SC3CCCCC3)cc2)[C@@H]2C(=O)N(C)C(=O)[C@@H]21	-1.7	-10%	-9%	3%	7%	-0.3	1%	8
CCN1CCN(c2c(Cl)cccc2NC(=O)c2cc3ccccc3o2)CC1	-1.7	7%	4%	16%	3%	-2.0	-10%	-3
CCc1ccc(-c2nc(CS(=O)CC(=O)NC3CCCCCC3)c(C)o2)cc1 (configuration not stated)	-0.4	8%	-12%	3%	-10%	0.9	30µM*	-6
CCCCOC(=O)c1ccc(NC(=O)c2ccc(F)cc2F)cc1	-3.4	1%	-5%	1%	9%	-4.2	-9%	9
Cc1cccc(NC(=O)[C@H](Cc2ccccc2)NC(=O)OCc2ccccc2)c1	0.0	4%	-12%	-9%	-4%	1.1	6%	18
Cc1ccc(F)c(Oc2cc(NN3CCCCC3)c([N+](=O)[O-])cc2[N+](=O)[O-])c1	-2.7	-20%	-4%	8%	0%	-0.9	-8%	8
O=C(CCn1cccc1)NCc1ccccc1	-2.2	5%	12%	0%	-21%	0.9	-10%	-21
